Compound activity deposited in PubChem by several laboratories.
SUMO Mot1 rescue – inhibitors of SUMOylation pathway: yeast Mot1-301 growth rescue. S. cerevisiae Mot1-301 growth rescue, ATP luminescence, 38.5C; percent above DMSO median, 100 means doubled. growth rescue, % at 18.8 µM. actives 1% (n = 320,000). AID 2716;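 active = every valid replicate shows activation above 250% relative to neutral control wells; inactive = the rest, any valid replicate at or below 250%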;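 note: OY570 slx delta 5 strain wells were the positive control but not used for scaling; some compounds called inactive have numbers as strong as hits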
phage Ecoli inh – E. coli growth loss with phage present. growth absorbance. inhibition, % at 11.9 µM. actives 0.26% (n = 360,000); in the data active = inhibition above about 11%
PfHsp90 yeast 2 – inhibits growth of yeast expressing Plasmodium falciparum Hsp90; actives 0.32% (n = 310,000); inhibition, % at 9.4 µM; S. cerevisiae expressing PfHsp90, BacTiter-Glo ATP, 48 h; yeast lacking PDR1 and PDR3 efflux regulators; AID 504621;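 active = every replicate shows inhibition above about 80%, whatever the replicate mean, limit read from the data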;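 note: 0% = DMSO neutral controls and 100% = 20 µM radicicol positive controls; yeast relying on Plasmodium falciparum Hsp90 in place of its own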
HTR5A inv ctr – inverse agonist of human HTR5A in OPRM1-OPRD1 counter-screen. actives 0.083% (n = 340,000). HTR5A cell line, luminescence, inverse agonism. AID 504634. inhibition, % at 9.3 µM. P47898; in the data active = inhibition mostly above about 23%, no sharp cut-off; inactive = mostly below about 18%;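 note: 0% = cells with DMSO and 100% = no-cell wells with DMSO; some compounds called inactive have numbers as strong as hits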
Tat transport – blocks Tat-dependent protein export in E. coli | actives 0.036% (n = 340,000) | E. coli MC4100 TorA-mCherry Tat export, fluorescence | inhibition, % at 10 µM;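 active = mean replicate inhibition at least 50% and at least half of replicates individually reaching 50%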;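 note: exported cargo escapes ClpAP degradation while cytoplasmic cargo is degraded and loses fluorescence; 0% = median of neutral control wells and 100% = median of NaSCN control wells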
OPRM1-OPRD1 ag – agonists of human mu-delta opioid receptor heterodimerization. P35372+P41143. activation, % at 9.3 µM. actives 0.3% (n = 340,000). cells, OPRM1-OPRD1 heterodimerization, luminescence; in the data active = activation above about 18%;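 note: 0% = vehicle-treated cells and 100% = reference agonist; values of inactives mirror those of a sister screen read the other way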
Target sequence (P35372 whole entry, looked up): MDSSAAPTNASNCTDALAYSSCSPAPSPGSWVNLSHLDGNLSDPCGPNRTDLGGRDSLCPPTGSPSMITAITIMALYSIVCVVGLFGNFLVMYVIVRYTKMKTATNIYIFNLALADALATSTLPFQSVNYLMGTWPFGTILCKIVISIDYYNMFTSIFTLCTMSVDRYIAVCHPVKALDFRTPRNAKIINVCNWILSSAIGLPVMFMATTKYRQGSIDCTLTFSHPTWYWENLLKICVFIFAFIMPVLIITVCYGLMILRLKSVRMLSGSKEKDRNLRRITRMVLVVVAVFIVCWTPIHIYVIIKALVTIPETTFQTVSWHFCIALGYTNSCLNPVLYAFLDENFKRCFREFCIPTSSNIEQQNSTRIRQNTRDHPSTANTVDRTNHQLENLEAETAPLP
Target sequence (P41143 whole entry, looked up): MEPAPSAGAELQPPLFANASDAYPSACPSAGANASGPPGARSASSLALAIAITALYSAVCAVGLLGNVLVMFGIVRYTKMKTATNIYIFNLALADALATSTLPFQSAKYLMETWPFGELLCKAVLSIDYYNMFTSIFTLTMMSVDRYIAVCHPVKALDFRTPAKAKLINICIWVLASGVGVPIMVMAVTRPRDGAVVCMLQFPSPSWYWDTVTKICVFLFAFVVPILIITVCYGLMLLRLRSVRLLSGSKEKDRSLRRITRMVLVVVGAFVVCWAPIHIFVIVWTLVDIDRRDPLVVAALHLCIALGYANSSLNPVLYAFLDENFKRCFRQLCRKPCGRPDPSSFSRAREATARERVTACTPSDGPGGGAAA
AddAB inh – less growth of phage-infected E. coli with AddAB | E. coli expressing H. pylori AddAB, absorbance growth | inhibition, % at 11.9 µM | actives 0.29% (n = 330,000); in the data active = inhibition above about 12%;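 note: 0% = vehicle wells of infected cells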
PKA-R1A activ – activates the PKA-R1A holoenzyme complex. P00514+P68181. PKA-R1A dissociation, Cy5-IP20 fluorescence polarization; scaled: DMSO 0%, 113 µM cGMP 100%. activation, % at 11.4 µM. actives 0.083% (n = 340,000);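 active = percent activation above the mean of all tested compounds plus 3 SD, cut at about 19% in these data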;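 note: higher means more PKAc released from R1A so a rise in polarization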
Ecoli viability – reduces bacterial viability in AddAB counter-screen; E. coli V3065 growth, OD600 absorbance, 18 h; inhibition, % at 11.9 µM; actives 0.27% (n = 330,000); AID 449728;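 active = inhibition above the campaign's mean inhibition across all tested compounds plus 3 SD, cut at about 9.9% in these data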;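 note: uninfected addAB+ strain grown without phage in ampicillin broth; 0% = DMSO wells and 100% = ciprofloxacin 0.95 µg/ml wells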
OPRM1-OPRD1 inv – mu-delta opioid heterodimer inverse agonism. actives 0.21% (n = 340,000). cell-based MOR-DOR heterodimer luminescence. AID 504357. inhibition, % at 9.3 µM; in the data active = inhibition above about 22%, passing the limit was not always enough;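 note: 0% = cells with DMSO and 100% = wells without cells with DMSO; values of inactives mirror those of a sister screen read the other way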
PKA-R2B activ – activates the human PKA-R2B holoenzyme complex; P22694+P31323; PKA-R2B holoenzyme dissociation, Cy5-IP20 fluorescence polarization; R2B truncated from residue 108, S112A mutant; 0% DMSO only, 100% 113 µM cGMP; activation, % at 11.4 µM; actives 0.079% (n = 340,000); AID 504700;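 active = activation above a cutoff set at the mean over all compounds plus 3 SD, cut at about 18% in these data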;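 note: higher means more holoenzyme dissociation and a rise in polarization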
Active calls of the source: *; . = not tested or not shown.

SMILES	SUMO Mot1 rescue	phage Ecoli inh	PfHsp90 yeast 2	HTR5A inv ctr	Tat transport	OPRM1-OPRD1 ag	AddAB inh	PKA-R1A activ	Ecoli viability	OPRM1-OPRD1 inv	PKA-R2B activ
COc1ccc(CCNC(=O)CCCn2c(=O)[nH]c3cc(OC)c(OC)cc3c2=O)cc1OC	-7	1.2	-24	2	-3	-0.8	1.8	6	0.2	5	1
CCc1ccc(C(=O)NNC(=O)c2ccc(OCC(=O)N3CCOCC3)c(OC)c2)cc1	-12	3.4	-26	-9	-8	-0.9	0.8	-3	-1.3	4	2
CC1(C)CC(Nc2ccc(C(F)(F)F)cc2[N+](=O)[O-])CC(C)(C)N1	-7	3.6	-19	-31	-3	2.0	3.4	-3	1.5	-14	-8
NS(=O)(=O)c1cccc(NC(=O)COC(=O)CCC(=O)c2cccs2)c1	18	0.5	-9	-8	0	-5.3	-1.2	1	-2.4	20	-12
O=C(Cc1ccc(-n2cccc2)cc1)NCc1cccs1	10	2.3	-13	-2	-12	-2.3	0.4	-13	-0.4	12	-6
Cc1ccc(N2N=C(c3ccc(Br)cc3)CCC2=O)cc1	324	2.5	-9	3	-3	3.0	1.0	-10	-1.6	-17	-8
Cc1ccc(CNC(=O)CS(=O)CC(=O)O)cc1 (stereo not drawn)	145	-0.2	-3	21	-2	-1.1	1.5	9	-0.3	6	9
O=C(NC1CCCCCCC1)c1ccc2c(c1)N(Cc1ccc(F)cc1)C(=O)CS2=O (stereo not drawn)	-27	0.9	1	1	-5	-0.9	-1.8	5	-1.1	5	9
COc1ccc(N(Cc2cc3cccc(C)c3[nH]c2=O)S(=O)(=O)c2ccc(OC)cc2)cc1	0	1.9	22	2	3	-1.4	1.2	4	-1.5	7	2
Cc1ccc(S(=O)(=O)CCc2nnc(NC(=O)c3ccco3)s2)cc1	-5	.	-19	8	-1	-2.4	0.5	-9	-0.2	12	-6
CCc1ccc(S(=O)(=O)NCc2csc(-c3ccccc3)n2)s1	509	4.7	-25	10	15	4.3	-0.2	-14	-0.3	-21	-10
CCN(CC)c1ccc(/C=N/NC(=S)NC)c(O)c1	5	3.3	-4	-1	3	2.0	6.7	-2	2.6	-9	7
COC(=O)c1ccc(NC(=O)Cn2nc(C)cc2C)cc1	0	1.5	.	8	1	-2.1	-0.5	0	-1.1	11	-6
CC12CC3(C)CC(C)(C1)CC(C(=O)NCCc1ccc(S(N)(=O)=O)cc1)(C2)C3	24	1.5	13	18	3	-2.3	1.2	-2	-1.9	13	11
O=C1CCc2cc(S(=O)(=O)N3CCC(C(=O)NCc4ccccc4Cl)CC3)ccc2N1	-2	2.3	2	-3	9	-2.9	3.9	4	-0.1	15	-7
C#CCCCc1nc2ccccc2c(=O)n1N	314	0.6	-5	1	2	-1.4	-0.8	-5	-0.8	10	-6
CCn1cc(C(=O)N2CCCC(N3CCN(c4cccc(C(F)(F)F)c4)CC3)C2)cn1 (stereo not drawn)	8	2.1	-24	-38	-2	-2.6	-2.0	-14	-0.9	13	1
O=C(O)c1ccc(Oc2c(C(F)(F)F)oc3cc(O)ccc3c2=O)cc1	63	4.0	20	-20	-5	-1.8	-0.6	2	1.5	9	-9
COC(=O)[C@]1(Cc2ccccc2)N[C@H](CN(C)S(=O)(=O)c2ccc(C(C)(C)C)cc2)[C@@H]2C(=O)N(Cc3ccccc3)C(=O)[C@@H]21	18	3.1	-22	-3	6	-0.8	3.4	-3	1.4	4	-4
CCN(CC)c1ccc(/C=N/O)cc1	-25	0.6	-12	8	9	-0.7	4.3	-8	2.9	4	-3
CN(c1ccc(C(=O)Nc2ccccc2C(=O)N2CCOCC2)cc1)S(C)(=O)=O	-4	2.9	18	-11	2	-4.9	3.2	-2	1.5	21	-5
Cc1onc(-c2ccccc2)c1CNS(=O)(=O)c1ccccc1	-8	4.1	-3	-19	5	-1.0	1.4	-4	-3.1	5	7
CC(=O)c1n[nH]nc1NC(=O)c1ccccc1	4	0.1	25	0	-2	-0.1	3.6	2	1.2	1	0
COc1ccccc1C(=O)NCCC(=O)NN1C(=O)NC2(CCCCC2)C1=O	-20	2.7	.	3	-1	-3.4	3.3	0	1.9	18	-7
COc1ccc(CCC(=O)Nc2ccc(C)c([N+](=O)[O-])c2)cc1	8	3.5	4	19	9	-0.5	4.2	-4	-1.2	2	-12

Further compounds:
SMILES	SUMO Mot1 rescue	phage Ecoli inh	PfHsp90 yeast 2	HTR5A inv ctr	Tat transport	OPRM1-OPRD1 ag	AddAB inh	PKA-R1A activ	Ecoli viability	OPRM1-OPRD1 inv	PKA-R2B activ
Cc1ccc(O)c(C(=O)CC(=O)c2ccccc2Cl)c1	96	3.7	-50	10	-4	7.1	-5.8	-18	-1.8	-39	-6
COc1ccc(CCNC(=O)C(=O)NCC2OCCN2S(=O)(=O)c2ccc3c(c2)OCCO3)cc1OC (stereo not drawn)	48	-0.4	-50	-10	8	-4.5	2.0	0	1.3	15	-5
CCOC(=O)c1ccc(CNC(=O)C2CCC(=O)N(CCc3ccccc3)C2)o1 (stereo not drawn)	-3	2.4	-9	10	2	-0.6	1.1	5	1.6	3	2
COc1cc(/C=C/C(=O)O)cc(S(=O)(=O)Nc2ccc3cn[nH]c3c2)c1OC	-3	1.3	18	7	10	-1.6	-1.8	-5	-2.3	6	-5
COc1cccc(C(O)c2cnc(C(C)C)n2C)c1OC (stereo not drawn)	4	3.1	8	-18	-5	-1.5	2.0	4	-3.1	9	-4
COCCCn1c(=S)[nH]c2sc3c(c2c1=O)CCCC3	1	-1.8	-17	-19	9	-2.7	4.6	-7	-0.4	14	2
Cc1ccc(S(=O)(=O)NNC(=O)C2CCCCC2)cc1	58	-0.1	7	-12	-2	1.0	2.6	5	-0.9	-7	-2
O=C(C=Cc1ccccc1)c1cccs1	.	2.2	9	-6	-3	-3.7	.	-6	.	18	2
CCOC(=O)c1ccccc1NC(=O)c1cccc([N+](=O)[O-])c1	-10	1.9	-54	16	1	0.9	0.0	0	0.6	-5	-1
N#C/C(=C\Nc1ccc(Cl)cc1)S(=O)(=O)c1ccccn1	-2	2.6	2	11	-3	-0.5	1.4	-6	0.8	3	1
CC1(O)CC(C)(C)C(C#N)C(=O)N1 (stereo not drawn)	.	3.2	.	0	0	-1.9	.	3	.	10	-7
CCCN1CCN(C(=O)Nc2cccc(C(F)(F)F)c2)CC1	0	3.4	8	6	1	1.6	0.7	4	-0.3	-11	-12
COc1ccc(-n2c(N)c(C(=O)NCc3cccnc3)sc2=S)cc1	4	1.6	.	-8	-2	-0.6	0.3	5	0.1	3	5
O=C(Oc1cccc(NC(=O)c2cccs2)c1)c1cccc(S(=O)(=O)N2CCCC2)c1	21	4.0	-23	16	0	-1.7	1.4	-11	2.0	10	-12
CC(C)(C)N1C(=O)c2ccc(C(=O)Nc3ccc(O)cc3)cc2C1=O	3	3.8	-21	-13	-1	1.7	0.2	-6	-3.0	-8	-6
Cc1ccc(-c2nnn(CC(=O)N(Cc3ccco3)C(C(=O)NC(C)(C)C)c3ccncc3)n2)o1 (stereo not drawn)	8	3.2	15	15	0	-0.6	-0.4	-13	-0.8	4	-6
Cc1ccccc1NC(=O)CSc1nnc(-c2ccco2)c(-c2ccco2)n1	-15	.	-1	-6	-4	0.6	2.1	-2	0.0	-3	1
NC(=O)c1nsc(C(=O)N(c2ccc(F)cc2)C(C(=O)NCC2CCCO2)c2c[nH]c3ccccc23)c1N (stereo not drawn)	-19	1.4	-19	-8	-13	0.0	1.7	3	-0.4	0	-9
CCC(=O)NC(NC(=O)CC)C(Cl)Cl	11	-0.6	12	5	-3	0.5	-2.4	-8	1.0	-3	2
CCCCN1CN=C(Nc2nc3ccccc3o2)NC1	4	3.5	14	3	0	-1.0	0.9	-9	-0.7	5	5
COc1ccccc1N1CCN(C(=O)c2ccc(NC(C)=O)cc2)CC1	689	0.6	-26	9	-1	1.6	4.0	-6	0.6	-7	-12
O=C(c1cc2nc(C3CC3)cc(C(F)(F)F)n2n1)N1CCCC1	21	4.1	11	14	-1	-2.9	1.7	3	0.2	12	3
COc1ccc(C2C(C#N)=C(N)Oc3c2c(C)nn3-c2ccccc2)cc1Cn1nc(C)c([N+](=O)[O-])c1C (stereo not drawn)	9	-0.8	1	-40	4	0.3	1.8	1	-2.4	-2	0
O=C(c1ccccc1)c1ccc(OCC(O)CNC2CCCc3ccccc32)cc1 (stereo not drawn)	-22	3.6	-2	-5	7	2.8	2.4	-6	-1.3	-14	3
O=C(COc1ccc(Br)cc1)NCCNC(=O)c1cccnc1	-14	1.4	4	-22	-5	-2.0	-0.3	1	-0.6	11	-7

Further structures:
SMILES	SUMO Mot1 rescue	phage Ecoli inh	PfHsp90 yeast 2	HTR5A inv ctr	Tat transport	OPRM1-OPRD1 ag	AddAB inh	PKA-R1A activ	Ecoli viability	OPRM1-OPRD1 inv	PKA-R2B activ
COc1ccc(-n2c(N3CCN(C)CC3)nc3sc4c(c3c2=O)CCCCC4)cc1	-6	2.3	-4	15	4	-3.0	4.2	1	-0.2	15	-12
O=c1[nH]c2cc3c(cc2cc1CN(CCN1CCOCC1)C(=S)NCC1CCCO1)OCO3 (stereo not drawn)	-30	3.6	-9	-33	-12	-2.8	3.2	-1	-0.3	14	0
O=C(COc1ccccc1)Nc1ccccc1C(=O)NCc1ccco1	-29	1.4	.	-13	-4	-2.6	2.1	0	-2.0	16	8
CC(=O)c1ccccc1NC(=O)CC1(CC(=O)O)CCCCC1	-3	3.3	-23	-6	1	-0.1	1.1	4	1.4	0	-3
Cc1ccc2nc(C)cc(C(=O)N3CCCC(CO)(Cc4ccccc4C)C3)c2c1 (stereo not drawn)	13	2.3	14	3	9	-3.8	2.3	-10	1.6	20	7
COc1ccc(-c2nc(NC(=O)c3nc4nccc(C)n4n3)sc2C)cc1	18	2.8	12	23	6	-1.3	0.8	-3	2.8	7	-6
O=C(Cc1coc2cc(O)ccc12)NNC(=O)c1cccs1	17	-0.7	-20	0	-6	-2.0	-2.5	1	-1.1	10	-14
Cc1ccc(NC(=S)N/N=C2/CCCc3c(C)cc(C)cc32)cc1	4	-1.2	-45	10	12	-0.5	-0.3	-1	-1.1	2	-5
COc1cccc(CNc2ccc(F)c(Cl)c2)c1O	3	1.6	.	14	4	1.4	0.1	-1	-3.0	-8	7
COc1cccc(NC(=O)CN2C(=O)C(=O)N(C3CCCC3)C2=O)c1	-23	3.5	-18	-5	-6	1.0	1.6	1	-1.1	-5	2
COc1ccccc1C(=O)NCCC(=O)NC1CCCCC1C (stereo not drawn)	-15	0.3	.	9	-7	-0.1	-0.8	-2	1.0	0	3
